ERAP1 HTS inh: human ERAP1 aminopeptidase inhibitors, primary screen, biochemical, single point, plate reader; Endoplasmic reticulum aminopeptidase 1 (Homo sapiens), Q9NZ08; recombinant ERAP1, Leu-AMC fluorescence, 60 min; inhibition, % at 10.7 µM; 340,000 tested, 0.15% active; AID 652197, 2013;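 active means mean replicate inhibition of at least 30%, or all replicates individually reaching that 30% level; inactive means mean below 30% and not every replicate reaching it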;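 further: 0% = neutral control wells and 100% = L-leucinethiol positive control wells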
Target sequence (Q9NZ08 whole entry, looked up): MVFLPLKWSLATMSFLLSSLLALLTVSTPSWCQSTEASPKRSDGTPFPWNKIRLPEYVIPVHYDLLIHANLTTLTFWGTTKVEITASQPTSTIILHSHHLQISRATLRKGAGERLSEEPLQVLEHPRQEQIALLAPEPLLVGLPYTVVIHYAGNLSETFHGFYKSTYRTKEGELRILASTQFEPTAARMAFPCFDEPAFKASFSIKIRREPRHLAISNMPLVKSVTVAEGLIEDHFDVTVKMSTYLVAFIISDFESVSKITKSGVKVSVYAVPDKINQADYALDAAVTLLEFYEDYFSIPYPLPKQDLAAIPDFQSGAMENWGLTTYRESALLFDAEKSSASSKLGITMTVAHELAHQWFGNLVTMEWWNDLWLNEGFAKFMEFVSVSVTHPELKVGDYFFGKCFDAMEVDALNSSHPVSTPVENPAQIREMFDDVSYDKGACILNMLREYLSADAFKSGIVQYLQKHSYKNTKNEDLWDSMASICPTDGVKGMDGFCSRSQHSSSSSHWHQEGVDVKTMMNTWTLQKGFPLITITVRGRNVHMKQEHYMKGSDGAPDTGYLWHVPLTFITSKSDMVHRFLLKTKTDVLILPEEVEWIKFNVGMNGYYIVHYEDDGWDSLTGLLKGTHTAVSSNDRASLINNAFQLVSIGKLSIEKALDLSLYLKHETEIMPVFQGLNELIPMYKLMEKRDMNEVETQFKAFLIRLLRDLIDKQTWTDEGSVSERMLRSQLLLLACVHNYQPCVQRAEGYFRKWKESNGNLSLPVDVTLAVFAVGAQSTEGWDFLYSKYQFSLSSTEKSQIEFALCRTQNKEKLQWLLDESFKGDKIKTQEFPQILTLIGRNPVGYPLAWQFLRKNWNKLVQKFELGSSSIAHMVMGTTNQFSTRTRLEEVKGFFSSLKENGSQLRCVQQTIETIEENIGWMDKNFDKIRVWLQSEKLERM
RAD54 inh: inhibitors of human RAD54 branch migration, primary screen, biochemical, fluorescence, single point. DNA repair and recombination protein RAD54-like (Homo sapiens), Q92698. RAD54 Holliday junction branch migration, FAM/BHQ fluorescence. inhibition, % at 10.4 µM. 360,000 tested, 0.14% active. AID 602329, 2012;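 active means mean normalized replicate activity at least 40 and at least half of replicates scoring 40 or more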;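 further: 0% = median of neutral control wells and 100% = median of positive control wells; inhibitors cause a drop in the FAM fluorescence signal; in these data hits start at about 50%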
INS-1E GSIS act: GLuc luminescence reporter in INS-1E cells, primary screen for activators of glucose-dependent secretion of insulin | 370,000 tested, 0.61% active | INS-1E GLuc reporter insulin secretion, 2-3 h | activation, % at 16.6 µM;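 active means lowest replicate activation of at least 40%, so every replicate reaches that level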;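 further: 0% = median of neutral control wells and 100% = median of IBMX positive control wells; some compounds called inactive have numbers as strong as hits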
Xi reactivation: activators of inactive X chromosome reactivation, primary screen, imaging, XiGFP fibroblasts, GFP high-content imaging, set 2; activation, % at 7.58 µM; XiGFP mouse fibroblasts, % GFP-positive cells imaging, 3 d; cells co-treated with 5-aza-dC sensitizer; scaled so ellipticine positive control = 100%; AID 743238, 2013; 360,000 tested, 0.055% active;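 active means mean normalized replicate activation at least 10% and every replicate at or above 10%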;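 further: 0% = median of on-plate neutral control wells and 100% = ellipticine 6 µM median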
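assay system = SV40-immortalized XiGFP fibroblast cells, line 68-5-11 | buffer or medium = DMEM plus 5-aza-dC sensitizer | doses = single-point pinned compound dosing | times = 3-day compound exposure, then 15 min fixation at room temperature | benchmarks = positive control ellipticine, 6 µM final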
esBAF inh: Bmi1 luciferase reporter increase in mESCs, primary screen, esBAF inhibitor project, mouse ES cells, Bmi1 luciferase knock-in, single point; 24 h; 100% = twice the neutral-well signal; 350,000 tested, 2% active; reporter increase, % at 12.5 µM; in the data active means activation above about 40%;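 further: 0% = median of the plate's neutral control wells and 100% = double that signal; a rise in the Bmi1 reporter signal indicates esBAF inhibition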
ARNT TACC3 PPI: disruptors of ARNT/TACC3 protein interaction, primary screen, biochemical, AlphaScreen, single concentration. Transforming acidic coiled-coil-containing protein 3 (Homo sapiens), Q9Y6A5. AlphaScreen His-ARNT PAS-B/GST-TACC3 binding, luminescence; TACC3 fragment carries E629A point mutation. inhibition, % at 9.99 µM. 390,000 tested, 0.66% active. AID 623870, 2012;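 active means mean inhibition of replicates at least 50% and at least half of replicates each reaching 50%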;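 further: 0% = complete ARNT plus TACC3 wells and 100% = ARNT alone without TACC3; many hits fall short of the cut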
CFTR F508del cor: F508del CFTR correction, initial screen, CFBE line, single point; AID 720511, 2013; CFBE cells, YFP halide quenching; stimulated with forskolin plus potentiator P3; % fluorescence drop versus neutral controls; activity (quench increase), % at 7.58 µM; 350,000 tested, 0.36% active;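 active means mean added fluorescence quench of at least 8% versus neutral control, with both replicates also reaching 8%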;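 further: cells transiently co-express mutant CFTR-F508del with the halide-sensitive YFP; corrector assay measuring rescue of mutant channel to the surface after 24 h compound exposure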
RAD52 anneal inh: RAD52 DNA annealing inhibitors, primary screen, biochemical, FRET, single point, set 2; 360,000 tested, 0.46% active; inhibition, % at 18.7 µM; DNA repair protein RAD52 homolog (Homo sapiens), P43351; recombinant RAD52 DNA annealing, FRET fluorescence;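 active means every replicate showing at least 50% inhibition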
Numbers without * were called inactive; / = not tested or not shown.

Values run as follows: ERAP1 HTS inh	RAD54 inh	INS-1E GSIS act	Xi reactivation	esBAF inh	ARNT TACC3 PPI	CFTR F508del cor	RAD52 anneal inh
C[C@@H]1CN([C@H](C)CO)C(=O)c2cc(NC(=O)CCC(F)(F)F)ccc2O[C@@H](C)CCCCO[C@H]1CN(C)Cc1ccc(C(=O)O)cc1
    -2.1	0.2	11.8	-0.1	-0.2	-2.4	-1.4	-0.6
CCOc1cc(/C=C(\C#N)C(=O)Nc2ccc(S(N)(=O)=O)cc2)ccc1OCCN1CCOCC1
    -3.1	-7.7	-0.4	0.1	2.0	-3.9	-2.4	-52.5
COCCCNS(=O)(=O)c1ccc2[nH]c(=O)[nH]c2c1
    -1.1	-2.0	13.5	0.1	-10.9	-9.2	0.0	-5.7
O=C(CSc1nccc2ccccc12)N1CCN(Cc2ccc3c(c2)OCO3)CC1
    3.7	-7.6	-15.7	0.0	-1.1	14.7	0.9	-67.3
[O-]/[N+](=C\c1ccccc1)c1ccc(Br)cc1
    1.3	12.7	-12.1	0.1	74.6*	0.1	-3.2	-13.3
C[C@H](CO)N1C[C@H](C)[C@@H](CN(C)Cc2ccncc2)Oc2ccc(NC(=O)Cc3ccccc3)cc2CC1=O
    0.0	7.9	2.9	0.1	-1.9	15.7	-0.5	10.6
COC(=O)C(Cc1ccccc1)NC(=O)CSc1nc(C)cc(=O)[nH]1 (stereo not given)
    4.3	-1.0	10.7	0.0	5.9	-7.8	-1.7	-3.2
Cn1nnnc1SCCNCc1ccccc1OCc1ccccc1Cl
    /	-3.2	-34.9	/	/	-2.4	3.3	-0.6
C/C=C\C=C\C(=O)N1CC2(CC(c3cccc(NC(=O)COc4ccc(Cl)cc4)c3)=NO2)C[C@H]1C(N)=O (stereo not given in full)
    1.1	-5.8	-19.1	0.0	10.0	-1.2	1.2	-19.8
COc1ccc(N2CCN(C(=O)CCc3ccc(S(=O)(=O)NC(C)C)cc3)CC2)cc1
    3.2	0.0	-2.1	/	2.9	1.2	-2.5	-12.9
Cc1ccc(S(=O)(=O)N2CCCC2)cc1C(=O)N1CCC(C)CC1
    3.3	-6.4	6.8	0.8	0.9	8.2	0.6	-11.1
CC(=O)c1ccc(Nc2nc3ccc(C)cc3n3cnnc23)cc1
    3.3	-7.4	14.8	0.3	2.7	-2.8	-3.0	-25.7
Cc1ccc(NC(=O)c2cccc(S(C)(=O)=O)c2)cc1
    1.7	/	-15.1	0.0	/	-6.0	-3.3	-1.8
CC1(C(=O)NS(=O)(=O)C2CC2)CCCN(C(=O)C2(c3ccc(Cl)cc3)CCCC2)C1 (stereo not given)
    4.9	0.1	0.0	0.0	-0.4	/	-0.3	-10.1
Cc1ccc(NC(=O)CC2C(=O)N(Cc3ccccc3)C(=S)N2NC(=O)c2ccccc2)c(C)c1 (stereo not given)
    -0.9	/	-34.9	0.0	/	-4.2	-0.5	-3.3
CC(=O)c1ccc(Nc2nc(N3CCOCC3)nc(N3CCOCC3)n2)cc1
    -1.4	0.1	0.9	0.1	44.0*	-2.6	-2.4	3.8
C[C@@H]1CCCCO[C@@H](CN(C)C)[C@@H](C)CN([C@@H](C)CO)C(=O)c2cc(NS(=O)(=O)c3ccccc3)ccc2O1
    -1.3	-1.6	10.6	0.0	-2.5	-13.2	-0.5	-30.6
CC(C)c1cccc(-c2csc(C(C)(O)c3ccncc3)n2)c1 (stereo not given)
    1.4	-6.5	-43.2	0.0	8.2	/	0.5	-20.2
Cc1cccc(-c2nnc(-c3ccc4ccccc4c3)o2)c1
    0.3	0.9	/	0.5	-13.3	-22.4	2.1	-28.9
O=C(c1ccc(N2C(=O)CCC2=O)cc1)N1CCOCC1
    /	-6.9	28.2	/	-2.9	-21.0	/	/
Cc1sc2ccccc2c1CNC[C@H]1O[C@@H](n2cnc3c(N)ncnc32)[C@H](O)[C@@H]1O
    -3.3	3.3	-2.0	0.1	-1.4	3.0	6.4	-31.5
CC(C)NC(=O)Nc1ccc2c(c1)C(=O)N([C@H](C)CO)C[C@@H](C)[C@H](CN(C)C(=O)Nc1ccc(C(F)(F)F)cc1)O2
    0.7	2.5	19.1	-0.1	-1.1	1.3	0.5	-0.5
CC(=O)/C=C1/C(=O)Nc2ccccc21
    3.6	/	-42.7	0.2	/	-20.1	-5.4	-29.2
C[C@H](CO)N1C[C@H](C)[C@@H](CN(C)C(=O)NC2CCCC2)Oc2ncc(-c3ccccc3)cc2C1=O
    1.3	5.5	-0.1	-0.1	0.0	-6.9	4.0	-2.0
CC(=O)OC1CCC2C3CCC4OC(=O)CCC4C3CCC12C (stereo not given)
    -3.2	-12.4	3.4	-0.1	-4.7	-10.2	1.7	-12.8
CCCNC(=O)N(C)C[C@H]1Oc2ncc(C#CCc3ccccc3)cc2C(=O)N([C@H](C)CO)C[C@@H]1C
    -1.6	-5.0	-16.7	0.0	3.3	-0.6	-1.4	-4.8
CCCCOC(=O)C1=C(C)NC(=O)NC1c1ccc(OC)cc1 (stereo not given)
    -3.4	4.7	1.6	0.1	-4.7	0.7	-1.3	-6.8
O=C(COC(=O)COc1ccccc1)Nc1ncc(Cl)cc1Cl
    -2.6	-7.8	/	0.1	-6.1	-10.6	-2.4	-10.1
CN1CCN(C(=S)Nc2cc([N+](=O)[O-])ccc2Cl)CC1
    -2.7	3.3	-10.1	0.1	/	29.5	1.1	-10.3
CN(CC(=O)Nc1ccc(F)c(F)c1F)C(=O)Cc1ccc2c(c1)OCCO2
    0.8	4.4	4.9	0.4	4.6	-4.1	1.1	-31.7

(listing goes on)
Values run as follows: ERAP1 HTS inh	RAD54 inh	INS-1E GSIS act	Xi reactivation	esBAF inh	ARNT TACC3 PPI	CFTR F508del cor	RAD52 anneal inh
CCCCc1nnc(NC(=O)CCc2ccccc2)s1
    1.9	0.7	-2.6	0.0	-9.4	/	0.8	-19.4
CC(=O)Nc1ccc(NC(=O)Cc2sc(C)nc2-c2ccc(C)cc2)cc1
    1.4	/	1.0	0.0	/	-6.1	2.9	-12.0
CCCC(=O)N1CC2(C1)CN(C(=O)C1CCOCC1)[C@@H](CO)c1[nH]c3cc(OC)ccc3c12
    -2.3	/	11.6	0.1	/	/	-0.2	1.3
Cc1c(C)n(C)c2ccc(C(=O)NCCCN3CCN(C)CC3)cc12
    -3.8	9.7	-9.6	0.5	-8.1	5.2	1.4	74.2*
CCOC(=O)c1ccc(Oc2cn[nH]c2-c2ccc(OCC(=O)NN)cc2O)cc1
    -10.0	-5.6	-0.1	0.0	1.8	-4.9	-7.0	-12.0
CCS(=O)(=O)c1nc(S(=O)(=O)c2ccc(Cl)cc2)c(N2CCN(CCO)CC2)s1
    -0.5	0.8	4.4	0.5	1.2	-3.1	-4.0	-2.4
C[C@@H]1CN(C(=O)c2cc(COc3cccc(C(F)(F)F)c3)on2)C[C@H](C)O1
    1.6	14.7	-1.0	0.0	57.2*	/	0.4	-12.7
Cn1c(=O)c2[nH]c(N3CCN(c4cccc(O)c4)CC3)nc2n(C)c1=O
    -4.9	/	-4.3	0.0	/	-5.6	-2.0	-5.0
O=C(COC(=O)c1ccccc1OC(F)F)Nc1ccc2[nH]c(=O)[nH]c2c1
    29.8	14.5	-15.7	0.0	/	41.3	4.1	3.5
O=C(Cn1c(NCCO)nc2ccccc21)c1ccc(F)cc1
    -0.7	-3.3	9.1	0.0	4.6	-9.9	-5.2	-13.5
CN(Cc1ccco1)C(=O)Cn1c(=O)oc2cc(S(=O)(=O)NCc3ccccc3)ccc21
    0.7	2.7	/	0.0	0.3	1.7	1.8	-11.4
COc1ccc(-c2noc(C3CCCN(C(=O)Nc4ccccc4)C3)n2)cc1 (stereo not given)
    -6.8	/	-19.6	0.3	59.1*	-2.8	6.8	0.1
O=C(Nc1cccc(F)c1)N1CC(=O)N2[C@@H](CO)[C@@H](c3ccc(C#CC4CC4)cc3)[C@@H]2C1
    0.1	/	1.1	0.0	/	/	2.8	-0.6
O=C(CSc1ccc(-c2cccc([N+](=O)[O-])c2)nn1)NCc1ccccc1
    8.2	/	-0.8	0.2	/	0.3	-2.1	-11.2
Cc1ccccc1NC(=O)Nc1ccc2c(c1)CCC2
    -0.8	7.4	12.3	-0.1	72.2*	11.9	-1.8	-11.3
CCOC(=O)NC(=O)/C(N=Nc1cccc(C(F)(F)F)c1)=C(\C)O
    -1.7	/	-43.2	0.1	/	/	0.9	-16.2
Nc1ccc(N=Nc2ccccc2)c(N)n1
    6.0	9.3	/	0.5	30.4	21.7	5.0	10.9
COc1cc2c(cc1OC)CN(C1CCC(C(C)(C)C)CC1)CC2 (stereo not given)
    -2.1	5.2	-0.5	0.0	-20.8	-2.5	1.7	-7.1
CCS(=O)(=O)N1CCCCN2[C@H](C1)[C@@H](c1ccc(-c3ccccc3C)cc1)[C@@H]2CO
    2.4	-1.4	0.6	0.0	/	-3.0	-1.1	-19.5
CCC(=O)Nc1ccc2c(c1)C(=O)N(C)C[C@@H](OC)[C@@H](C)CN(C(=O)C1CCC1)[C@@H](C)CO2
    -0.2	2.0	9.3	0.1	-2.7	0.9	-1.2	-4.4
CC(=O)Nc1ccc(Nc2nnc(-c3ccc(O)cc3)c3ccccc23)cc1
    -0.3	9.7	-5.1	0.0	-3.0	14.2	0.7	-1.4

Given field by field: part of the list above
COC(=O)C(Cc1ccccc1)NC(=O)CSc1nc(C)cc(=O)[nH]1 (stereo not given)
  ERAP1 HTS inh: 4.3; RAD54 inh: -1.0; INS-1E GSIS act: 10.7; Xi reactivation: 0.0; esBAF inh: 5.9; ARNT TACC3 PPI: -7.8; CFTR F508del cor: -1.7; RAD52 anneal inh: -3.2
Cn1nnnc1SCCNCc1ccccc1OCc1ccccc1Cl
  ERAP1 HTS inh: /; RAD54 inh: -3.2; INS-1E GSIS act: -34.9; Xi reactivation: /; esBAF inh: /; ARNT TACC3 PPI: -2.4; CFTR F508del cor: 3.3; RAD52 anneal inh: -0.6
C/C=C\C=C\C(=O)N1CC2(CC(c3cccc(NC(=O)COc4ccc(Cl)cc4)c3)=NO2)C[C@H]1C(N)=O (stereo not given in full)
  ERAP1 HTS inh: 1.1; RAD54 inh: -5.8; INS-1E GSIS act: -19.1; Xi reactivation: 0.0; esBAF inh: 10.0; ARNT TACC3 PPI: -1.2; CFTR F508del cor: 1.2; RAD52 anneal inh: -19.8

Screening results deposited in PubChem by Broad Institute.
